PKA-R2B act: activates the human PKA-R2B holoenzyme complex | 340,000 tested, 0.079% active | activation, % at 11.4 µM | PKA-R2B holoenzyme dissociation, Cy5-IP20 fluorescence polarization; R2B truncated from residue 108, S112A mutant; 0% DMSO only, 100% 113 µM cGMP;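 active = activation above a cutoff set at the mean over all compounds plus 3 SD, cut at about 18% in these data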;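 note: higher means more holoenzyme dissociation and a rise in polarization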
Target sequence (P31323 whole entry, looked up, other chains not shown, the tested form may be a part): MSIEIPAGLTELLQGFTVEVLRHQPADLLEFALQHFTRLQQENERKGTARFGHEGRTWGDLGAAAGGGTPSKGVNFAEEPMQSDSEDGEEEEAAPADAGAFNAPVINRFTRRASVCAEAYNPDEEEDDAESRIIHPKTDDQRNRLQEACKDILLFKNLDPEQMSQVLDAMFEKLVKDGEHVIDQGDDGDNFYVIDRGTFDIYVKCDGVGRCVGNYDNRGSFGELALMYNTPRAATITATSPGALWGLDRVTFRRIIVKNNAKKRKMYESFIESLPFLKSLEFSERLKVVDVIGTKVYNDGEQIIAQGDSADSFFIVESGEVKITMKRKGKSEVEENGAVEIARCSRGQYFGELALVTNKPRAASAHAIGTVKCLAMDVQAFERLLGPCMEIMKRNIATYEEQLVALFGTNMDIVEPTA
Arrestin-AP2 inh: blocks beta-arrestin peptide binding to AP2 adaptin | AID 504490 | 340,000 tested, 0.31% active | FITC-arrestin peptide / GST-AP2 beads, flow cytometry; AP2 beta2 appendage carries R879A mutation | inhibition, % at 10 µM;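 active = inhibition above a set limit, near 3 SD of compounds lacking own fluorescence, cut at about 54% in these data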;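 note: plate controls were DMSO wells for no effect and 5 µM unlabelled arrestin peptide for full effect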
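Material – AP2 appendage R879A on GSH beads · Buffer or medium – PBS with 0.05% Tween 20 and 0.1% BSA · Probe or stimulus – fluorescein-tagged arrestin peptide at 50 nM final · Incubation – compound with beads 12 min RT, then probe 1 h RT · Detection – high-throughput flow cytometry of beads, ex 488, em 535 nm · Evaluation – percent response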
DAGLB inhibitor: diacylglycerol lipase beta (human) inhibition | HEK293T DAGLB membrane lysate, EnzChek fluorogenic substrate | Q8NCG7 | inhibition, % at 5.17 µM | 340,000 tested, 0.059% active; in the data active = inhibition above about 34%;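 note: 0% = enzyme with vehicle and 100% = wells lacking enzyme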
SR-BI uptake up: activators of SR-BI mediated HDL lipid uptake | CHO ldlA[mSR-BI] cells, DiI-HDL uptake fluorescence, 3 h; 100 = double the neutral-control signal | activation, % at 12.5 µM | 320,000 tested, 0.096% active;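 active = mean replicate activation of at least 60% and every replicate at or above 60%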;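 note: 0% = median plate neutral-control signal and 100% = twice that signal; values of inactives mirror those of a sister screen read the other way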
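Material: SR-BI-overexpressing, LDLR-lacking CHO cells | Dosing: Single compound concentration, delivered by pin transfer | Probe or stimulus: Labelled HDL, 10 µg/mL | Signal: Bottom-read cell fluorescence after medium removal, ex 550/em 595 nm | Schedule: 3 h, 37 °C | Evaluation: HDL uptake via cellular fluorescence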
NSD2 inh: blocks human histone methyltransferase NSD2 | AID 743445 | NSD2 peptide methylation, AlphaScreen, 120 min | inhibition, % at 12.5 µM | 310,000 tested, 0.54% active | O96028; in the data active = inhibition above about 50%
Keap1-Nrf2 PPI: disrupts human Keap1 binding to Nrf2 peptide. 340,000 tested, 0.15% active. Q14145. AID 504523. Keap1 Kelch-Nrf2 peptide fluorescence polarization, 1536-well. inhibition, % at 9.4 µM; in the data active = inhibition above about 12%;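 note: human Keap1 Kelch domain with fluorescein labeled Nrf2 9mer peptide probe; 0% = neutral control wells and 100% = peptide positive control; higher means more block of Keap1 binding to Nrf2 peptide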
RTF Ca sens inh: cardiac RTF calcium desensitization; P19429+P45379; IANBD-labeled cardiac RTF, Ca2+ fluorescence; inhibition, % at 7.15 µM; 340,000 tested, 0.12% active; AID 493244;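 active = inhibition above the mean inhibition of all tested compounds plus 3 SD, cut at about 17% in these data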;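 note: assay run at fixed EC70 calcium of 1.6 mM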
LANA DNA inh: inhibitors of KSHV LANA C-terminal domain DNA binding. MBP-C-LANA/FAM-LBS DNA binding, fluorescence polarization. inhibition, % at 9 µM. 340,000 tested, 0.078% active. AID 504423;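 active = highest replicate inhibition at or above 60% at 9 µM, even if other replicates fall short; inactive = all replicates below 60% inhibition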;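 note: 0% = neutral control wells and 100% = 4 µM acridine orange control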
SR-BI HDL uptake: blocks mouse SR-BI lipid uptake from DiI-HDL; Q61009; ldlA[mSR-BI] CHO cells, DiI-HDL uptake fluorescence, 3 h; inhibition, % at 12.5 µM; 320,000 tested, 0.96% active; AID 488896;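 active = mean replicate inhibition of at least 70% and a set share of replicates each scoring 70 or more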;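 note: 0% = median of neutral control wells and 100% = median of positive control wells; values of inactives mirror those of a sister screen read the other way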
Target sequence (Q61009 whole entry, looked up): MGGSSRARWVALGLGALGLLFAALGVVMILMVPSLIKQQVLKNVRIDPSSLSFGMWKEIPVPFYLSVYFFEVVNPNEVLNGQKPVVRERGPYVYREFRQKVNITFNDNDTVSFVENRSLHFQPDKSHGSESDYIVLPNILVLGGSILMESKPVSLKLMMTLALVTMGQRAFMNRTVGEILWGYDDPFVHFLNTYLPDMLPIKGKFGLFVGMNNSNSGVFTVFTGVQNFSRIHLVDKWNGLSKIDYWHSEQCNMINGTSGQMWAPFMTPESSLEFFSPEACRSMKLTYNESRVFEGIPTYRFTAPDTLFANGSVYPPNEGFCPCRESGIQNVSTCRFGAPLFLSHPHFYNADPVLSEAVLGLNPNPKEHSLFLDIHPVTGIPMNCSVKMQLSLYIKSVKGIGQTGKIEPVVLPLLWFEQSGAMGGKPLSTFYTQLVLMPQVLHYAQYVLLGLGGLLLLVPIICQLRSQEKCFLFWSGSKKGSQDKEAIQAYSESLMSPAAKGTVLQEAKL
PvdQ acylase: blocks Pseudomonas aeruginosa PvdQ acylase activity | inhibition, % at 10 µM | AID 488965 | purified PvdQ acylase, fluorescence plate reader | 340,000 tested, 0.063% active; in the data active = inhibition above about 30%, passing the limit was not always enough;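 note: 0% = vehicle neutral wells and 100% = reference inhibitor wells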
The depositor's hits bear a star; nt = not tested or not shown.

no.	smiles	PKA-R2B act	Arrestin-AP2 inh	DAGLB inhibitor	SR-BI uptake up	NSD2 inh
1	COC(=O)c1scc(C)c1NC(=O)c1ccc(Cl)cc1	11	6	-3	-2	-2
2	CCN(CC(=O)Nc1c(F)cccc1F)C(=O)c1ccc(OCc2c(C)noc2C)cc1	8	0	2	-7	-1
3	O=C(Nc1ccc2oc(=O)c(C(=O)O)cc2c1)Oc1ccccc1	-3	-11	-1	26	0
4	O=C(CN1C(=O)CCOc2ccccc21)Nc1cccc(S(=O)(=O)N2CCOCC2)c1	-4	-9	-3	2	0
5	CCCCCC(=O)Nc1cccc(C2=NOC3(C2)C[C@@H](C(N)=O)N(C(=O)c2ccc(Cl)cc2)C3)c1 (some centres undefined)	8	-4	0	-14	nt
6	O=C(NCCCn1ccnc1)c1ccc(Cl)c(S(=O)(=O)N2CCOCC2)c1	-6	14	-2	9	-1
7	CCn1c(C)c(C)c2cc(C(=O)NCCCN3CCOCC3)ccc21	3	4	0	-24	3
8	CCCCN(CCCC)S(=O)(=O)c1ccc(C(=O)Nc2nnc(COC)o2)cc1	-11	3	5	nt	nt
9	COc1cc(C(=O)Nc2nncs2)cc(OC)c1OC	-11	-6	-1	4	-2
10	CCNc1nc(N2CCCCC2)nc(-n2nnc(C(=O)OCC)c2C)n1	-2	2	-8	-53	3
11	Cn1ncc2c1ncn1nc(CCc3ccccc3)nc21	9	9	0	9	-1
12	COc1cc(OC)c(-c2sc(Nc3ccccc3)n[n+]2-c2ccc(F)cc2)cc1OC	-6	5	-1	-10	nt
13	COc1cc(CCC(=O)Nc2cc(Cl)ccc2N2CCN(C)CC2)cc(OC)c1OC	-1	-3	3	-49	5
14	COC(=O)c1ccsc1NC(=O)CN1CCN(c2ncccn2)CC1	-3	10	-7	-17	0
15	O=C(O)CCCCCCCCCC(=O)c1cccs1	8	2	2	15	0

no.	Keap1-Nrf2 PPI	RTF Ca sens inh	LANA DNA inh	SR-BI HDL uptake	PvdQ acylase
1	-1	4	0.4	2	-6
2	-2	-6	1.6	7	-6
3	-2	-4	0.2	-26	-20
4	-2	-16	-0.6	-2	-9
5	-1	1	0.5	14	-2
6	-4	-3	-0.3	-9	-1
7	-10	-3	2.6	24	-14
8	-8	0	-1.9	nt	7
9	2	2	-1.3	-4	-9
10	2	-7	2.6	53	-8
11	-1	-7	0.7	-9	4
12	-5	-2	0.8	10	23
13	1	4	-0.9	49	0
14	-7	8	-0.1	17	6
15	1	-14	1.0	-15	8

Some values from the list:
#3 @ LANA DNA inh: 0.2
#11 @ Keap1-Nrf2 PPI: -1

Next part.
no.	smiles	PKA-R2B act	Arrestin-AP2 inh	DAGLB inhibitor	SR-BI uptake up	NSD2 inh
16	CCOc1ccccc1N(CC(=O)N1CCOCC1)S(=O)(=O)c1ccccc1	-8	7	-2	7	-2
17	COc1ccc(C(=O)NC2CCCCCC2)cc1S(=O)(=O)N1CCCC1	-8	-15	-1	-11	0
18	Cc1ccc(S(=O)(=O)N(CC#N)CC#N)cc1	1	14	1	26	5
19	CCOC(=O)c1c(C)nc2c(C#N)cnn2c1C	1	-11	-3	1	8
20	CCN(C[C@H]1N[C@@](Cc2ccccc2)(C(=O)OC)[C@H]2C(=O)N(Cc3ccccc3)C(=O)[C@@H]12)C(=O)COC	-6	1	-1	24	nt
21	Cc1csc(NC(=O)C2CCCN(S(=O)(=O)c3ccc(Br)s3)C2)n1 (centres undefined)	6	8	2	32	nt
22	Cc1oc(C)c2c(=O)ccc3c(c12)OC(N)=C(C#N)C3c1ccccc1 (centres undefined)	1	5	2	nt	-1
23	CCOc1ccc(CN2C(=O)CCC2(C)C(=O)NCc2cccnc2)cc1 (centres undefined)	4	5	1	nt	nt
24	COc1ccc(-n2nc(C(=O)NCC(=O)NCCN(C)C)c3ccccc3c2=O)c(OC)c1	0	4	-1	0	3
25	Cc1nn(C)cc1C(N)=O	-3	-3	1	17	-2
26	COc1ccc(/C=C/C(=O)c2cc3cccc(OC)c3oc2=O)cc1	4	-13	4	9	4
27	COc1ccc(C=O)cc1CSc1ccccn1	-3	14	-1	-8	-1
28	Cc1sc(NC(=O)CSc2n[nH]c(N)n2)c(C#N)c1C	-12	31	4	23	1
29	CCOC(=O)[C@H]1[C@H]2COc3cc(OC)ccc3[C@@H]2N2C(=O)CN(Cc3ccc(Cl)cc3)C(=O)[C@@]12C	-1	-2	-1	2	nt
30	CCc1ccc(NC(=O)C2CCCCC2C(=O)O)cc1 (centres undefined)	2	-11	1	-4	nt

no.	Keap1-Nrf2 PPI	RTF Ca sens inh	LANA DNA inh	SR-BI HDL uptake	PvdQ acylase
16	-4	2	-0.2	-7	-12
17	-4	-10	-1.2	11	10
18	-2	-9	0.0	-26	-15
19	-2	1	9.6	-1	-14
20	2	2	-0.9	-24	-1
21	-5	-7	-0.6	-32	-10
22	-5	-7	26	nt	-6
23	-2	-3	0.0	nt	-12
24	4	-10	-1.3	0	0
25	2	-3	6.6	-17	4
26	-1	0	-1.6	-3	-2
27	-4	-1	0.2	8	-3
28	-3	1	1.3	-23	5
29	-3	-5	-2.4	7	-14
30	-5	-7	-0.5	4	-11

Structures shown so far that have an aryl thioether with sulfur outside any ring (2):
no.	smiles	PKA-R2B act	Arrestin-AP2 inh	DAGLB inhibitor	SR-BI uptake up	NSD2 inh
27	COc1ccc(C=O)cc1CSc1ccccn1	-3	14	-1	-8	-1
28	Cc1sc(NC(=O)CSc2n[nH]c(N)n2)c(C#N)c1C	-12	31	4	23	1

no.	Keap1-Nrf2 PPI	RTF Ca sens inh	LANA DNA inh	SR-BI HDL uptake	PvdQ acylase
27	-4	-1	0.2	8	-3
28	-3	1	1.3	-23	5

Carrying on.
no.	smiles	PKA-R2B act	Arrestin-AP2 inh	DAGLB inhibitor	SR-BI uptake up	NSD2 inh
31	COCCCNc1ncnc2nc[nH]c12	1	7	-1	29	nt
32	O=C(c1cccc([N+](=O)[O-])c1)N1CCc2ccccc21	4	5	0	-24	16
33	CC1Sc2ccc(S(=O)(=O)CCC(=O)NCc3ccc(Cl)cc3)cc2NC1=O (centres undefined)	0	-11	2	18	0
34	COc1ccc(NCC(=O)Nc2ccc(C#N)cc2)cc1Cl	-2	7	5	-95	2
35	Cc1ccnc(NC(=O)Cn2c(=O)oc3cc(S(=O)(=O)N4CCCC4)ccc32)c1	6	-3	1	nt	nt
36	CC(OC(=O)CCN=C1NS(=O)(=O)c2ccccc21)C(=O)Nc1ccccc1F (centres undefined)	-6	-3	3	24	-1
37	O=C(c1cccnc1)N1CCN(C(=O)c2ccccc2F)CC1	-13	-3	-1	17	-2
38	Cc1ccc(Nc2nc(N)nc(CCl)n2)cc1	nt	-10	nt	10	2
39	COc1ccc(S(=O)(=O)N2CCc3ccccc32)cc1C(=O)OCc1c(C)noc1C	6	-11	-7	-24	0
40	Cc1cccc(C)c1NC(=S)Nc1c(C)n(C)n(-c2ccccc2)c1=O	2	4	-2	15	-3
41	CC(OC(=O)/C=C/c1ccccc1Cl)C(=O)NC1CCCCC1C (centres undefined)	-4	-3	-1	15	-2
42	O=C(O)CN1C(=O)SC(Nc2ccc(Cl)cc2)C1=O (centres undefined)	-10	-2	-2	5	-10
43	O=C(Oc1cccc(-n2cnnn2)c1)c1ccccc1Cl	-3	12	-2	8	nt
44	Cc1ccc(C(=O)NCc2nnc3c(C(F)(F)F)cc(Cl)cn23)o1	-1	1	1	-1	-1

no.	Keap1-Nrf2 PPI	RTF Ca sens inh	LANA DNA inh	SR-BI HDL uptake	PvdQ acylase
31	1	-7	-1.2	-29	-12
32	-4	-2	-2.0	24	-12
33	1	-4	-1.5	-18	-11
34	2	-12	0.2	95*	-8
35	-4	-2	1.3	nt	-14
36	nt	6	nt	-24	-6
37	-1	6	0.1	-17	-5
38	-16	nt	0.2	-10	-14
39	-2	-12	-1.5	24	-12
40	0	-5	-0.4	-15	-8
41	-1	-20	1.9	-15	10
42	-4	-3	0.1	-5	-8
43	-4	2	0.9	-8	-12
44	3	-4	-0.7	1	-3

Some of these compounds in order of molecular weight, smallest number first.
no.	smiles	PKA-R2B act	Arrestin-AP2 inh	DAGLB inhibitor	SR-BI uptake up	NSD2 inh
42	O=C(O)CN1C(=O)SC(Nc2ccc(Cl)cc2)C1=O (centres undefined)	-10	-2	-2	5	-10
35	Cc1ccnc(NC(=O)Cn2c(=O)oc3cc(S(=O)(=O)N4CCCC4)ccc32)c1	6	-3	1	nt	nt
33	CC1Sc2ccc(S(=O)(=O)CCC(=O)NCc3ccc(Cl)cc3)cc2NC1=O (centres undefined)	0	-11	2	18	0

no.	Keap1-Nrf2 PPI	RTF Ca sens inh	LANA DNA inh	SR-BI HDL uptake	PvdQ acylase
42	-4	-3	0.1	-5	-8
35	-4	-2	1.3	nt	-14
33	1	-4	-1.5	-18	-11
